Growth percent in the NCI-60 one-dose screen (48 h, 10 µM unless noted): 100 = growth as untreated, 0 = no growth, -100 = all killed.
RPMI-8226 = RPMI-8226 leukemia cells; actives 7.5% (n = 77,000)
MOLT-4 = MOLT-4 leukemia cells; actives 6.9% (n = 80,000)
MDA-MB-468 = MDA-MB-468 breast cancer; actives 8.5% (n = 78,000); AID 2202374
MDA-MB-435 = MDA-MB-435 melanoma. actives 7.8% (n = 82,000)
SR = SR leukemia cells; actives 8.7% (n = 73,000)
K-562 = K-562 leukemia | actives 7.4% (n = 78,000) | AID 1794777
MCF7 = MCF7 breast cancer. actives 6.3% (n = 82,000)
MDA-MB-231 = MDA-MB-231 breast cancer | actives 5% (n = 81,000) | AID 1794789
An asterisk follows results filed as active; nt = no result given; & = joins results of further samples; [ ] = remark or other dose. How the source made its calls: active means growth percent below 10; inactive means the rest.

compound	MDA-MB-231	MCF7	RPMI-8226	SR	MOLT-4	MDA-MB-435	K-562	MDA-MB-468
O=C1NCc2ccccc21	99	101	104	99	99	97	107	102
CCCCCCCCc1ccc(C(=O)Nc2ccccc2CP(=O)(O)O)cc1	99	94	91	92	103	101	100	98
c1cnc2ncncc2n1	103	95	97	99	97	114	106	103
Cc1cc2c(O)c(-c3cc(Cl)ccc3Cl)c3sc(=O)oc3c2cc1C	77	61	38	54	41	47	28	nt
C=C(C)[C@@H]1CC[C@]2(C=C(C#N)C#N)CC[C@]3(C)[C@H](CC[C@@H]4[C@@]5(C)CCC(=O)C(C)(C)[C@@H]5CC[C@]43C)[C@@H]12	90	78	74	74	91	89	79	92
CC(C)(C)C1=CCN(C(C)(C)/C=N\O)CC1	116	99	99	100	91	111	nt	100
Cc1ccc(N2CCN(C(=S)c3ccccc3)CC2)cc1	98	97	90	86	90	99	94	93
CCCCCCCCCCCCCCCCCC1=NC(C)(C)CN1c1ccccc1	86	87	nt	63	74	98	65	85
O=C(Nc1ccc2c(c1)OCCO2)C(=O)c1c[nH]c2ccccc12	29	18	22	nt	17	-29*	12	-0.4*
CN(C)c1ccc(/C=C/C=C2\c3ccccc3-c3ccc([N+](=O)[O-])cc32)cc1	100	90	97	89	74	98	79	96
Cc1nc(-c2ccccc2)cc2c1C(=O)N(CC(=O)c1ccccc1)C2=O	112	100	110	91	96	103	82	99
CCC1=C(Nc2ccccc2)COC1=O	103	104	127	100	108	95	101	86
CC[C@H](Nc1ncnc2nc[nH]c12)c1nc(NCCCCCC(=O)NO)c2ccccc2n1	108	86	95	92	97	107	95	104
COc1ccc(CC[n+]2cccc(C#N)c2)cc1OC	111	95	98	nt	107	108	104	97
Cc1nonc1C	105	100	109	108	108	87	96	27
O=C(Cn1cc(CN2C(=O)c3ccccc3S2(=O)=O)nn1)Nc1ccc(Cl)cn1	103	94	106	98	101	96	95	101
O=C(Nc1ccc(NC(=O)c2ccc([N+](=O)[O-])cc2)cc1)c1ccc([N+](=O)[O-])cc1	115	99	105	nt	nt	114	nt	102
Nc1cc2ccccc2c(=O)n1NC(=O)c1ccc([N+](=O)[O-])cc1	nt	56	69	82	79	106	88	47
O=C(CNc1c(Cl)cccc1Cl)Nc1ccc(-c2nc3ccccc3s2)cc1	57	15	60	11	5.6*	68	10	-7.4*
COc1cc2c(cc1OC)C(=O)/C(=C/c1cc(C)c(O)c(C)c1)S2	57	20	22	19	25	-9.4*	12	11
N#C/C(=C\c1ccc(-c2ccccc2Cl)o1)C(=O)c1c[nH]c2ccccc12	91	78	102	100	102	103	99	105
CCOc1ccc(C(C)=O)cc1NC(=O)c1cccc(-c2nnn(CC)n2)c1	48	33	22	10	28	-48*	nt	18
CCCn1nc(C(=O)N(C)C)c2c1CCC(NCc1ccc(F)cc1)C2 (stereo not given)	99	88	109	101	99	102	109	100
O=C1S/C(=C/c2ccc(O)cc2)C(=O)N1c1nc(N2CCCC2)nc(N2CCCC2)n1	104	102	86	nt	103	95	94	105
O=Cc1nc2ccccc2[nH]1	95	96	97	83	95	107	98	108
CC1(c2ccc(N)cc2)N=C(N)Nc2nc3ccccc3n21 (stereo not given)	90	86	89	nt	86	113	100	100
CCCCN(C)c1nc2c(c(C#N)c1C#N)CCCCC2	79	83	81	74	88	110	88	82
CC1(C)OC2OC(C(O)Cn3cc(COc4ccc5ccc(=O)oc5c4)nn3)[C@@H](OCc3ccccc3)C2O1 (stereo not given in full)	102	84	102	nt	nt	103	nt	89
O=c1[nH]c2ccccc2cc1-c1nnc(Cc2ccccc2)o1	80	20	15	32	57	53	31	54
COc1ccc(-c2cc(-c3ccc(Cl)cc3)nc(NCCCCNc3ccnc4cc(Cl)ccc34)n2)cc1	73	-69*	24	9.4*	3.2*	94	0.4*	75
CCN(CC)CCCC(C)Nc1c(C)cnc2ccc(C)cc12 (stereo not given)	89	105	99	92	93	100	92	65
O=C(N/N=C/c1ccc2c(c1)CCN2)c1cccs1	93	94	99	105	100	96	97	58
NC(=O)c1cccc(-c2ccccc2N2CCCCC2)c1	100	92	74	66	91	100	85	94
COc1cc(CNC(=O)/C=C/c2ccccc2)ccc1OCc1cn(-c2ccc([N+](=O)[O-])cc2)nn1	100	91	nt	82	93	101	88	106
O=c1[nH]n(-c2ccccc2)c(=O)c2ccccc12	107	98	108	95	97	106	99	109
CCCCCCCCOc1ccc(/C=N/Nc2cc(C)nc3ccc(Br)cc23)cc1	33	16	37	-14*	58	65	11	90
CSc1[nH]c2ncnc(N)c2c1C#N	99	100	106	99	90	102	85	nt
CC(=O)CCCN1C(=O)c2ccccc2C1=O	108	86	98	93	102	104	104	106
COc1ccc(-n2nc(C(=O)Nc3ccc(C(=O)O)cc3)nc2-c2cc(OC)c(OC)c(OC)c2)cc1	100	92	102	nt	86	103	103	106
COC(=O)c1[nH]c(=O)c(C#N)c(C(=O)OC)c1C(=O)c1cccnc1	nt	92	112	nt	94	103	106	107
CC(C)c1ccc(C(=O)Nc2sc3cc(O)ccc3c2C#N)cc1	46	14	21	0.7*	18	-43*	14	12
Cc1cc(C)n2nc(SCC(=O)Nc3sc4c(c3C(N)=O)CCC4)nc2n1	99	107	148	144	109	108	119	nt
Cc1ccc(-c2nc3nc(-c4ccccc4)nc(N4CCN(S(=O)(=O)c5ccccc5)CC4)c3o2)cc1	72	93	105	104	102	96	98	101
CC(=O)C(N=Nc1ccc(Cl)cc1[N+](=O)[O-])C(=O)Nc1ccccc1Cl (stereo not given)	87	75	nt	105	99	104	96	110
COC(=O)C1=C(C)Nc2ncnn2C1c1ccccc1 (stereo not given)	124	98	106	nt	88	108	92	117
COc1cc(Cc2cc(-c3ccccc3)nn(Cc3ccccc3)c2=O)cc(OC)c1OC	50	25	25	36	5.0*	45	21	28
NS(=O)(=O)c1ccc(Nc2nc(SCC(=O)c3ccc(Br)cc3)nc3c2CCCC3)cc1	94	83	81	77	78	88	71	64
O=C1c2c(c3c4cc(F)ccc4oc3c3[nH]c4ccc(Br)cc4c23)C(=O)N1O	66	16	34	4.5*	7.8*	37	40	46
CC(=O)CC(C)=Nc1ccc(Cl)cc1	88	100	112	128	109	65	49	97
CCCCCCCCN1C(=O)/C(=c2\sc3n(c2=O)NC2C(N=3)N(CC)C(=O)N2CC)c2ccccc21 (stereo not given)	85	82	75	nt	83	89	79	79
O=C(Nc1ccc(-n2ccc3c(NC(=O)c4ccccc4)ncnc32)cc1)Nc1ccc(Cl)c(C(F)(F)F)c1	12	-51*	-38*	6.0*	1.2*	7.7*	0.2*	-56*
O=C(CS(=O)(=O)Cc1ccccc1)c1ccccc1	111&115	90&106	88&104	91&115	103&92	109&104	104&100	102&98
O=C(OCCN(CCOC(=O)c1ccc([N+](=O)[O-])cc1)c1c[nH]c(=O)[nH]c1=O)c1ccc([N+](=O)[O-])cc1	92	89	84	68	79	118	99	112
O=C(Nc1nc2ccc(O)cc2s1)c1ccc(C(F)(F)F)cc1	95	33	43	63	22	37	22	73
O=C(CSc1nnc2sc(Nc3ccc(C(F)(F)F)cc3)nn12)c1ccc(F)cc1	80	81	86	91	74	105	84	92
COc1ccc(C(=O)/C=C/Nc2cccc(S(N)(=O)=O)c2)cc1	106	88	98	88	99	98	101	107
COc1ccc(C2C3=C(COC3=O)N(CCO)c3cc4c(cc32)OCO4)cc1OC (stereo not given)	101	64	89	24	88	6.0*	52	8.1*
COc1cc(-c2[nH]c(=S)[nH]c(=O)c2C#N)cc(OC)c1OC	123	100	121	98	93	106	90	106
O=C1/C(=C\c2cn(-c3ccccc3)nc2-c2ccccc2)CCc2ccccc21	90	74	99	59	90	47	46	73
CC(=O)N1N=C(c2ccc(Nc3nc(Nc4ccc(F)cc4)nc(Nc4ccc(Cl)cc4)n3)cc2)CC1c1ccco1 (stereo not given)	65	55	53	56	42	72	65	86

New compounds follow.
compound	MDA-MB-231	MCF7	RPMI-8226	SR	MOLT-4	MDA-MB-435	K-562	MDA-MB-468
C=C(C[n+]1ccccc1)[C@@H]1CC[C@]2(C(=O)OC)CC[C@]3(C)[C@H](CC[C@@H]4[C@@]5(C)CC[C@H](O)C(C)(C)[C@@H]5CC[C@]43C)[C@@H]12	114	98	91	108	101	92	96	86
COc1ccc(N=C2C=CC(=O)O2)cc1	109	103	111	124	118	104	nt	101
c1ccc2c(c1)CCN(NCCN1CCCC1)C2	87	96	95	103	99	nt	92	109
CCN(CC)CCCC(C)N=C(C1=C(C(=NC(C)CCCN(CC)CC)c2cccc(OC)c2)C(=O)NC1=O)c1cccc(OC)c1 (stereo not given)	nt	-30*	-31*	2.6*	-16*	-91*	-44*	-50*
CC1CCc2ccccc2N1 (stereo not given)	95	94	nt	nt	118	108	96	115
CN(C)c1ncc(/C=C2\SC(=S)N(Cc3ccccc3Cl)C2=O)s1	84	92	86	88	82	103	68	96
O=C1c2cc(Br)ccc2-n2c1nc1cc(Br)ccc1c2=O	75	59	76	66	68	-86*	74	77
CN(C)c1cccc(S(=O)(=O)O)c1	121	96	104	105	115	103	113	113
COc1ccc(-c2nc(-c3ccc(-c4nc5ccc(OC)cc5[nH]4)cc3)no2)cc1	103	93	99	96	92	94	98	95
Cc1cc(O)c(/C=N/C(=S)Nc2ccc(S(N)(=O)=O)cc2)c(=O)o1	102	97	118	96	97	102	101	126
COc1ccc(Nc2nc(SC)nc(-c3cccc([N+](=O)[O-])c3)c2C#N)cc1	45	67	98	nt	100	66	94	55
C(=C\c1ccncc1)/c1ccncc1	110	128	nt	nt	nt	110	nt	93
Cc1c(C(=O)N[C@@H](Cc2ccccc2)C(=O)C(=O)NCCc2ccccc2)[nH]c2ccccc2c1=O	98	92	90	nt	87	101	92	110
N=c1c2ccccc2nnn1-c1ccccc1[N+](=O)[O-]	94	69	nt	91	86	93	114	84
O=C(NCc1ccccc1)C(c1ccc(Br)cc1)N(C(=O)CCc1ccc(O)cc1)C1CC1 (stereo not given)	103	91	96	88	77	97	nt	104
CCC/C=C(\C#N)C(=O)O	106	96	109	93	90	100	99	104
O=S1(=O)O[C@H]2CCCC[C@H]2O1	113	101	95	86	74	104	93	107
Cc1ccc2nc(-c3c(-c4ccc(S(C)(=O)=O)cc4)nc4ccccn34)[nH]c2c1	91	86	91	89	87	97	92	110
CCN1CCN(C(=O)[C@]23CC[C@@H](C)[C@H](C)[C@H]2C2=CC[C@@H]4[C@@]5(C)C/C(=C/c6cccc([N+](=O)[O-])c6)C(=O)C(C)(C)[C@@H]5CC[C@@]4(C)[C@]2(C)CC3)CC1	82	71	56	65	63	96	59	78
O=[N+]([O-])c1ccc(-c2nc3ccccc3s2)cc1	77	68	95	88	87	103	96	96
Nc1c(C(=O)Nc2ccccc2)sc2nc3c(cc12)CCCCC3	22	12	-30*	17	29	-51*	15	-9.1*
c1ccc2[nH]c(SCc3nc4ccccc4s3)nc2c1	88	96	89	85	96	98	81	85
Nc1c(C(=O)N(c2ccccc2)c2ccccc2)sc2nc3c(cc12)C(=O)CCC3	86	100	95	56	102	110	113	106
CCN(CC)CCN1C(=O)c2ccccc2S1(=O)=O	108	106	102	120	120	97	109	nt
CCC(C)(C)c1ccc(OCCCCN2CCN(c3ccncc3)CC2)cc1	-31*	-23*	-31*	-24*	1.7*	39	-1.9*	-67*
CC(=O)[C@H]1CC[C@]2(C)[C@@H]1CC[C@@H]1[C@@]3(C)C/C(=C/c4ccncc4)C(=O)C(C)(C)[C@@H]3CC[C@]12C	90	94	103	99	105	102	105	113
CCn1cnc(C[C@H](NC(=O)[C@@H](NC(=O)Nc2cc(C(F)(F)F)cc(C(F)(F)F)c2)C(C)C)C(=O)OC)c1	-94*[100 µM]	-56*[100 µM]	-52*[100 µM]	-35*[100 µM]	-55*[100 µM]	-87*[100 µM]	-57*[100 µM]	-81*[100 µM]
CCOc1ccc(/C=C(\C#N)C(=O)Nc2ncc(Cc3ccc(Cl)c(Cl)c3)s2)cc1	101	92	95	93	97	70	44	92
Nc1nnc(-c2c[nH]c3ccc(F)cc23)c(-c2c[nH]c3ncccc23)n1	39	34	60	21	49	61	32	54

Of the compounds above, these have two or more sulfur atoms:
compound	MDA-MB-231	MCF7	RPMI-8226	SR	MOLT-4	MDA-MB-435	K-562	MDA-MB-468
Cc1cc(C)n2nc(SCC(=O)Nc3sc4c(c3C(N)=O)CCC4)nc2n1	99	107	148	144	109	108	119	nt
NS(=O)(=O)c1ccc(Nc2nc(SCC(=O)c3ccc(Br)cc3)nc3c2CCCC3)cc1	94	83	81	77	78	88	71	64
O=C(CSc1nnc2sc(Nc3ccc(C(F)(F)F)cc3)nn12)c1ccc(F)cc1	80	81	86	91	74	105	84	92
CN(C)c1ncc(/C=C2\SC(=S)N(Cc3ccccc3Cl)C2=O)s1	84	92	86	88	82	103	68	96
Cc1cc(O)c(/C=N/C(=S)Nc2ccc(S(N)(=O)=O)cc2)c(=O)o1	102	97	118	96	97	102	101	126
c1ccc2[nH]c(SCc3nc4ccccc4s3)nc2c1	88	96	89	85	96	98	81	85

Full records, looked up by structure. Order of values: MDA-MB-231	MCF7	RPMI-8226	SR	MOLT-4	MDA-MB-435	K-562	MDA-MB-468
Shown for COc1ccc(N=C2C=CC(=O)O2)cc1 : 109	103	111	124	118	104	nt	101
Shown for CC1CCc2ccccc2N1 (stereo not given) : 95	94	nt	nt	118	108	96	115

High-throughput results deposited in PubChem BioAssay by NCI.
